# Assay outcomes (PubChem)
# aGlu spleen mod = lysosomal alpha-glucosidase (human) modulation; P10253; human spleen homogenate, 4-MU-alpha-glucoside fluorescence; Potency, µM (doses to about 79.9 µM), for the others: at the highest dose activity change, negative = inhibition, usual class: inhibitors; 0.006% of 240,000 active; AID 2112;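 note: 0% = enzyme with vehicle and -100% = no enzyme basal signal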
#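 AC50 values come from Hill-equation fits of concentration-response data, normalized to no-enzyme and full-activity controls. Enzyme source: 1 ug human spleen homogenate; 1 mM fluorogenic 4-MU glucoside, pH 5.0 citrate buffer, 37 C, 40 min.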
# Tau fluor counter = counter-screen for tau fibril formation inhibitors; 0.93% of 280,000 active; Potency, µM (series often up to 57.7 µM), inactives show at the top dose activity change, negative = decrease; tau K18 P301L Alexa594 fluorescence, heparin fibrillization; note: % is set by controls: 0 for no effect and ±100 for the full control effect; nearly all actives have a fitted effect of over 55% in size
#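 Human tau K18 P301L (15 uM unlabeled, 0.24 uM Alexa 594-labeled) in 100 mM sodium acetate pH 7 with 20 uM heparin, 6 hr at 37 C. ThT 30 uM added, 1 hr ambient; Alexa 594 FP and total fluorescence read at 555/632 nm.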
# Tau FP inhib = blocks human tau fibril formation measured by polarization; P10636; K18 P301L tau heparin fibrillization, Alexa594 FP, 6 h; Potency, µM (titrated, usually from 57.7 µM), for inactives: at the highest dose activity, negative = inhibition, actives largely listed as inhibitors; 0.39% of 280,000 active; note: % is set by controls: 0 for no effect and ±100 for the full control effect; nearly all actives have a fitted effect of over 55% in size
# Target sequence (P10636 561-689 P618L limits assumed): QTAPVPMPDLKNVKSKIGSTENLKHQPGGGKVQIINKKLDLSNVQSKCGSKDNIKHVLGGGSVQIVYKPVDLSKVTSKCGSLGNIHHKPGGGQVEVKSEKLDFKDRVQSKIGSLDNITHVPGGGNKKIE
#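 Read-out: fluorescence polarization of Alexa 594-labeled tau (0.24 uM), 555 nm excitation, 632 nm emission. Mixtures held 15 uM unlabeled K18 P301L, compound and 20 uM heparin, pH 7 acetate buffer, incubated 6 hr at 37 C.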
# GAA glycogen mod = inhibitors or activators of human alpha-glucosidase glycogen cleavage. P10253. AID 2100. recombinant GAA, glycogen substrate, Amplex Red glucose oxidase fluorescence. 0.38% of 300,000 active. Potency, µM (doses to about 76.4 µM), for inactives: at the top dose activity change, negative = inhibition, hits mostly inhibitors;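 note: 0% = full enzyme reaction and -100% = no-enzyme basal signal; the screen sought inhibitors and activators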
#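 Recombinant human enzyme (4 nM); glycogen substrate; 37 C, 40 min, pH 5.0. Readout: coupled glucose oxidase/Amplex Red fluorescence.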
# HTT ATP protect = Huntington cell model cytoprotection by ATP luminescence; PC12 HTT-Q103 induced, cytoprotection, ATP luminescence, 40 h; Potency, µM (top dose mostly 56.4 µM), for inactives: cytoprotection (ATP increase), usual class: activators; 0.14% of 230,000 active; AID 1471;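 note: % of control where 0% means no effect; nearly all actives have a fitted effect of over 45% in size; toxic huntingtin expression switched on by the ecdysone agonist tebufenozide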
#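 PC12 cells stably carrying ecdysone-inducible Htt exon 1 (Q103)–GFP were induced with 100 nM tebufenozide (final) alongside library compounds in a dose series. Cytoprotection was scored as retained ATP by ATPlite luminescence.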
# GAA inhib = alpha-glucosidase (human) inhibition. P10253. purified human GAA, 4-MU-alpha-glucoside fluorescence. Potency, µM (top dose mostly 76.9 µM), inactives show at the highest dose activity change, negative = inhibition, usual class: inhibitors. AID 1466. 0.005% of 200,000 active;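 note: plate controls were uninhibited enzyme wells for no effect and no-enzyme background for full effect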
#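 AC50 values come from Hill fits of compound titrations (up to 77 uM) against 4 nM human enzyme. Substrate 4-methylumbelliferyl-alpha-D-pyranoside at 400 uM, pH 5.0 citrate buffer, 20 min room temperature; fluorescence Ex 365/Em 440 after alkaline stop.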
# Tau ThT inhib = tau fibrillization inhibition (ThT binding); recombinant tau K18 P301L (four-repeat tau fragment), heparin-induced fibrillization, ThT fluorescence; Potency, µM (titrated, usually from 57.4 µM), for inactives: at the top dose activity, negative = inhibition, actives largely listed as inhibitors; 2.1% of 270,000 active; AID 1460; note: % is set by controls: 0 for no effect and ±100 for the full control effect; nearly all actives have a fitted effect of over 55% in size
#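 In this qHTS, human K18 P301L tau is incubated with compound and heparin for 6 hr at 37 C, and Thioflavin T fluorescence then reports fibril load.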
# GLA spleen mod = alpha-galactosidase A (human) modulation | 0.008% of 240,000 active | P06280 | human spleen homogenate, 4MU-alpha-Gal fluorescence, 40 min | Potency, µM (titrated, usually from 80 µM), for inactives: top-dose activity change, negative = inhibition, actives largely listed as inhibitors | AID 2107;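 note: 0% = enzyme with vehicle and -100% = no enzyme basal signal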
# Target sequence (P06280 32-429 limits assumed): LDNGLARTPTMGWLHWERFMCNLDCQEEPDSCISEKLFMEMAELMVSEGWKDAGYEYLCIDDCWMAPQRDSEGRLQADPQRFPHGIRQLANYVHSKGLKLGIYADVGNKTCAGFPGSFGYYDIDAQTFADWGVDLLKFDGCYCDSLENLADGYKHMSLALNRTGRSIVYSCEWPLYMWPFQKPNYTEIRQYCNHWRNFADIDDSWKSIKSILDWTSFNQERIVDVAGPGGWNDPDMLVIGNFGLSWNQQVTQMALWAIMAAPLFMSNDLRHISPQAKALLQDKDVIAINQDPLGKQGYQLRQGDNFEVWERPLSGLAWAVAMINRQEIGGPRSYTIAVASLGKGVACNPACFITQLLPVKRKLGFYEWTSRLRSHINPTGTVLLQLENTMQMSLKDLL
#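 Human spleen homogenate (1 ug) was the enzyme source, with 4-methylumbelliferyl-alpha-D-galactopyranoside (1 mM final) in pH 5.0 citrate buffer with 0.01% Tween-20. Compounds were titrated; after 40 min at 37C, NaOH/glycine stop, 4-MU fluorescence read; AC50 from Hill fits.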
# An asterisk follows results filed as active; u = inconclusive; x = no result given; & = joins results of further samples; [ ] = dose if it differs, or a comment. Calls come from the whole dose curve; as a rule, active = well fitted curve in the direction sought with a large enough effect; inconclusive = small, poorly fitted or top-dose-only effect, or another doubt; inactive = no such curve, though single readings can be large; an effect the other way counts as inactive or inconclusive. Potency is the fitted concentration of half-maximal effect.
(1) COc1ccc(CCN=CC2=C(O)CCCC2=O)cc1OC
(2) Cn1c(Cn2nnc3ccccc32)nnc1SCC(=O)c1ccc(F)cc1
(3) COc1ccc(NC(=O)C2CCC(CNc3c(N4CCC(C)CC4)c(=O)c3=O)CC2)cc1OC (configuration not stated)
(4) COc1ccc(C(=O)c2c(C)oc3cc([N+](=O)[O-])c(O)c([N+](=O)[O-])c23)cc1
(5) Cc1cc(C(=O)Nc2c(F)cc(F)cc2Br)c(C)o1
(6) Cc1ccc(O)c(C(=O)c2cnn(C(=O)COc3ccc(Cl)cc3)c2)c1
(7) Cc1ccc(CS(=O)(=O)c2nc3c(c(N(C)C)n2)CCCC3)cc1
(8) Cc1ccc(-n2c(-c3cccc(C)c3)nc3c(cnn3-c3ccccc3)c2=O)cc1
Compound	1	2	3	4	5	6	7	8
aGlu spleen mod	-2%	-2%	6%	-5%	-8%	-24%	-17%	x
Tau fluor counter	4%	-3%	-14%	-5%	-10%	-7%	1%	u
Tau FP inhib	4%	-15%	0%	3%	5%	-7%	-4%	13%
GAA glycogen mod	2%	-7%	13%	6%	-4%	-4%	15%	14%[76.3 µM]
HTT ATP protect	8%	8%[10 µM]	-4%	2%[10 µM]	4%	2%[10 µM]	17%[10 µM]	x
GAA inhib	6%	1%	1%	u	1%	10%	0%	x
Tau ThT inhib	3%	-15%	-7%	u	-22%	u	-11%	u
GLA spleen mod	2%	0%	-1%	5%	-1%	5%	-10%	x

(9) O=C(NCc1nnc(SCc2ccc(F)cc2)n1-c1ccc(F)cc1)C12CC3CC(CC(C3)C1)C2
(10) Nc1nc(SCC(=O)N2CCOCC2)n[nH]1
(11) CCCCNC(=O)c1cc2c(=O)n3cccc(C)c3nc2s1
(12) O=C(CN1CCN(C/C=C/c2ccccc2)CC1)Nc1cc([N+](=O)[O-])ccc1Cl
(13) O=C(Cc1coc2cc3c(cc12)CCC3)NC1CCCCCCC1
(14) CCN(CC)c1ccc(S(=O)(=O)N2CCOCC2)cc1NC(=O)CN1CCN(Cc2ccccc2)CC1
(15) COc1ccc(NS(=O)(=O)c2cc(NC(=O)CCSc3ccccc3)ccc2OC)cc1
(16) CCOc1ncccc1C(=O)Nc1cc(S(=O)(=O)N2CCOCC2)ccc1N1CCCC1
Compound	9	10	11	12	13	14	15	16
aGlu spleen mod	-9%	-18%	x	-1%	-3%	-4%	-7%	4%
Tau fluor counter	-9%	-2%	-19%	7%	-9%	1%	u	-5%
Tau FP inhib	2%	-5%	-4%	3%	6%	6%	-9%	-12%
GAA glycogen mod	2%	-8%	-3%	4%	-12%	-9%	3%	29%
HTT ATP protect	-8%[10 µM]	-20%[1.9 µM]	x	x	-8%[1.9 µM]	6%[10 µM]	25%[10 µM]	3%[10 µM]
GAA inhib	-9%	3%	x	2%	-14%	x	3%	4%
Tau ThT inhib	-13%	1%	u	9%	-11%	-11%	2%	1%
GLA spleen mod	-5%	5%	x	15%	-3%	-6%	0%	1%

# Results in GAA glycogen mod and Tau fluor counter, for some of the entries so far:
item	molecule	GAA glycogen mod	Tau fluor counter
11	CCCCNC(=O)c1cc2c(=O)n3cccc(C)c3nc2s1	-3%	-19%
12	O=C(CN1CCN(C/C=C/c2ccccc2)CC1)Nc1cc([N+](=O)[O-])ccc1Cl	4%	7%
13	O=C(Cc1coc2cc3c(cc12)CCC3)NC1CCCCCCC1	-12%	-9%
14	CCN(CC)c1ccc(S(=O)(=O)N2CCOCC2)cc1NC(=O)CN1CCN(Cc2ccccc2)CC1	-9%	1%
15	COc1ccc(NS(=O)(=O)c2cc(NC(=O)CCSc3ccccc3)ccc2OC)cc1	3%	u

# The list continues.
(17) NS(=O)(=O)c1ccc(CCNC(=O)CN2CCN(c3cccc(Cl)c3)CC2)cc1
(18) CCN(CC)c1ccc(/C=N/NC(=O)c2cccc(S(=O)(=O)N3CCOCC3)c2)cc1
(19) CS(=O)(=O)c1ccc2nc(NC(=O)Cc3ccccc3)sc2c1
(20) COc1ccc2nc(NC(=O)CNS(=O)(=O)c3cccs3)sc2c1
(21) CCN(CC)c1nc(-c2nn[nH]n2)nc(N(CC)CC)n1
(22) O=C(NC(Cc1ccccc1)C(=O)OCC(=O)N1CCc2ccccc21)c1ccco1 (configuration not stated)
(23) Cc1cc(C)c(S(=O)(=O)c2ccccc2)c(OC(=O)c2c(F)cccc2Cl)n1
(24) Cc1ccc(S(=O)(=O)OCC2CN3C(CCC(C)C3c3ccc(Br)cc3)C(=O)O2)cc1 (configuration not stated)
Compound	17	18	19	20	21	22	23	24
aGlu spleen mod	-5%	4%	0%	-5%	-7%	-2%	2%	-3%&2%&-3%[17.4 µM]
Tau fluor counter	-8%	u	-10%	-23%	-2%	-4%	-16%	-19%&-13%&-4%[11.6 µM]
Tau FP inhib	4%	u	4%	-4%	-1%	0%	-5%	-1%&1%&-2%[11.6 µM]
GAA glycogen mod	-8%	0%	3%	-2%	3%	0%	3%	x
HTT ATP protect	x	u	-1%	-13%	4%[1.9 µM]	-17%[10 µM]	-3%	-5%&-4%&11%[10 µM]
GAA inhib	1%	3%	x	-8%	-4%	-7%	4%	x
Tau ThT inhib	2%	u	7%	-17%	-13%	0%	-18%	-17%&-7%&0%[11.5 µM]
GLA spleen mod	-1%	3%	4%	-10%	-1%	2%	6%	-4%&11%&0%[17.5 µM]

(25) CCCn1c2ccccc2c2cnn(CC(=O)NCCCN3CCCCC3)c(=O)c21
(26) CCOc1ccc(C2c3c(oc4cc(C)c(C)cc4c3=O)C(=O)N2c2ccccn2)cc1 (configuration not stated)
(27) CCOC(=O)C1CCCN(C(=O)COC(=O)c2cc(=O)c3ccccc3o2)C1 (configuration not stated)
(28) COc1ccc(N2CCN(C(CNC(=O)C(=O)NCCCN(C)C)c3cccnc3)CC2)cc1 (configuration not stated)
(29) CC1(C)CC(=O)C/C(=N\NC(=S)NCc2ccccc2)C1
(30) CCOC(=O)c1cc(-c2cccc(C(F)(F)F)c2)nc2nc(SC)[nH]c(=O)c12
(31) N#Cc1cccc(NCC(=O)Nc2ccc3c(c2)OCCO3)c1
(32) CC(C)C(C)NC(=O)COc1ccc(OCc2ccccc2)cc1 (configuration not stated)
Compound	25	26	27	28	29	30	31	32
aGlu spleen mod	x	x	-3%	x	-4%	-5%	-1%	-6%
Tau fluor counter	0%	-6%	7%	-2%	8%	-14%	-12%	-7%
Tau FP inhib	-1%	-1%	2%	1%	10%	-3%	2%	9%
GAA glycogen mod	10%[76.3 µM]	-5%[76.3 µM]	-4%	3%[76.3 µM]	u	7%	-4%	-5%
HTT ATP protect	x	x	20%	x	2%[10 µM]	-24%[10 µM]	-24%	-11%
GAA inhib	x	x	-2%	x	-8%	u	1%	-1%
Tau ThT inhib	-3%	-10%	3%	4%	0%	11%	-9%	-16%
GLA spleen mod	x	x	3%	x	-1%	14%	-2%	-2%

(33) O=C(NC1CCCCC1)C(c1ccc(F)cc1)N(C(=O)c1cccs1)c1ccc2c(c1)OCO2 (configuration not stated)
(34) CCCN1CCN(CCNC(=O)Nc2cc(OC)cc(OC)c2)CC1
(35) Cc1cccc2sc(NC(=O)c3cc(S(=O)(=O)N(C)C)ccc3N3CCCC3)nc12
(36) Cc1cc(-c2nc3ncccc3o2)ccc1NC(=O)COc1cc(C)c(Cl)c(C)c1
(37) N#CC1(NC(=O)CN2CCc3ccccc3C2)CCCC1
(38) CCOC(=O)c1c(C)[nH]c(C)c1C(=O)COC(=O)/C=C/c1cccc(F)c1
(39) COc1ccccc1-c1c(C)nn2c(N3CCC(C(N)=O)CC3)cc(C)nc12
(40) O=C(CSc1ccc2ccccc2c1)Nc1ncccn1
Compound	33	34	35	36	37	38	39	40
aGlu spleen mod	-13%	x	3%	x	0%	1%	-6%	-3%
Tau fluor counter	0%	-4%	-9%	-11%	-4%	u	-9%	-7%
Tau FP inhib	-10%	4%	-8%	-2%	-2%	-2%	-2%	-6%
GAA glycogen mod	-3%	0%[76.3 µM]	-14%	-4%[76.3 µM]	10%	-4%	-1%	16%
HTT ATP protect	3%	x	-26%[10 µM]	x	-2%	-13%[10 µM]	15%[10 µM]	25%[10 µM]
GAA inhib	-2%	x	-7%	x	0%	u	-2%	1%
Tau ThT inhib	-2%	0%	-1%	u	-2%	-5%	-16%	-4%
GLA spleen mod	0%	x	4%	x	-9%	9%	-2%	-1%

(41) COc1ccc(CNC(=O)COC(=O)CCCOc2ccc(Cl)cc2Cl)cc1
(42) O=C(/C=C/c1ccccc1)OCCCN=C1NS(=O)(=O)c2ccccc21
(43) CCC(=O)Nc1ccccc1-c1nnn(CC(=O)N2c3ccccc3CC2C)n1 (configuration not stated)
(44) C=CCOc1ccc(CN(C)CC(=O)Nc2ccc3c(c2)CCC3)cc1
(45) COc1ccc(NC(=O)c2cccnc2)c([N+](=O)[O-])c1
(46) COc1cc(C(=O)O)ccc1O
(47) O=C1CN2NC(=S)N(c3ccccc3)C2=CN1c1ccc(Cl)cc1
Compound	41	42	43	44	45	46	47
aGlu spleen mod	0%	5%	-6%	-15%	x	2%	-1%
Tau fluor counter	4%	-12%	-19%	-10%	-7%	-5%	1%
Tau FP inhib	4%	-19%	-8%	-6%	u	-5%	-5%
GAA glycogen mod	-2%	10%	-5%	-1%	-1%	-7%	9%
HTT ATP protect	24%[10 µM]	2%[1.9 µM]	-16%	12%[10 µM]	-61%[inhibitor]	x	-19%
GAA inhib	2%	14%	-6%	-7%	-5%	2%	-8%
Tau ThT inhib	9%	-2%	-20%	-15%	-14%	-5%	4%
GLA spleen mod	5%	-1%	-9%	-7%	2%	-19%	1%

# An excerpt from above in order of their number in Tau FP inhib, descending.
item | smiles | Tau FP inhib
19 | CS(=O)(=O)c1ccc2nc(NC(=O)Cc3ccccc3)sc2c1 | 4%
36 | Cc1cc(-c2nc3ncccc3o2)ccc1NC(=O)COc1cc(C)c(Cl)c(C)c1 | -2%
7 | Cc1ccc(CS(=O)(=O)c2nc3c(c(N(C)C)n2)CCCC3)cc1 | -4%
